Myeloid diff MLP = myeloid differentiation induction; 360,000 tested, 1% active; ER-HoxA9 myeloid progenitors, lysozyme-GFP differentiation, flow cytometry; calls only at 10 µM;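 active = normalized GFP-positive differentiation at or above the plate's own cutoff, the solvent-only control mean plus 3 SD; inconclusive = no clear call, values can overlap the other calls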;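 note: cells exposed to compound for four days before flow analysis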
Myeloid diff MLP GFP+ MAC1+ % = further read-out of Myeloid diff MLP, marked with its call; GFP+ MAC1+ double positive, %; measured here: differentiation confirmed by MAC1 staining
* = called active by the depositor; i = inactive; ? = inconclusive; . = no result given; + = active, no number.

molecule | Myeloid diff MLP | Myeloid diff MLP GFP+ MAC1+ %
Cc1ccccc1NC(=O)COc1coc(CN2CCN(c3ccccc3)CC2)cc1=O | i | 0.9
COc1cc(-c2cc3nc(NCc4ccco4)ccn3n2)cc(OC)c1OC | i | 0.2
CCCCCCn1c(=O)n2n(c1=O)[C@@H]1CN(S(=O)(=O)c3ccc(C)cc3)C[C@]1(O)[C@@H](OC(=O)NCc1ccco1)C2 | i | 1.5
Cc1noc(C)c1COc1ccc(C(=O)N2CCN(c3cccc(Cl)c3)CC2)cc1 | i | 1.1
O=C(CC(=O)NN=Cc1ccc2c(c1)CCC2)NN=Cc1ccc2c(c1)CCC2 | i | 0.5
CCOC(=O)C1=CCN(S(=O)(=O)c2ccccc2F)C1c1cccc(F)c1 (configuration not stated) | i | 1.0
CN(C)S(=O)(=O)c1ccc(N2CCCC2)c(C(=O)NC2(C)CCS(=O)(=O)C2)c1 (configuration not stated) | i | 0.6
CCOC(=O)C1=CC[C@@H](c2cccc(Br)c2)N(S(=O)(=O)c2ccc(F)cc2)[C@H]1c1cccc(Cl)c1 | i | 0.5
CCOc1ccc(NC(=O)COC(=O)CSCC(=O)Nc2ccc(C)cc2C)cc1 | i | 0.5
Cc1ccc(C)c(C(=O)COC(=O)c2c(-c3ccccc3)noc2C)c1 | i | 1.3
O=[N+]([O-])c1cccc(-c2ccc3nnc(SCc4cccnc4)n3n2)c1 | i | 0.5
FC(F)C(F)(F)Oc1cccc(Nc2nccn3c(-c4cc(C(F)(F)F)cc(C(F)(F)F)c4)cnc23)c1 | i | 0.7
COc1ccc2nc(SC(C)C(=O)NC3CCCC3)[nH]c2c1 (configuration not stated) | i | 0.4
COc1ccc(-c2nnc3ccc(SCC(=O)N4CCN(c5ccccc5)CC4)nn23)cc1 | i | 0.5
Cc1[nH]c(SCC(=O)Nc2cc(S(C)(=O)=O)ccc2Cl)nc1Cc1ccccc1 | i | 0.9

Continued:
molecule | Myeloid diff MLP | Myeloid diff MLP GFP+ MAC1+ %
COc1ccc(NC(=O)C(OC(=O)Cn2cnc3c2c(=O)n(C)c(=O)n3C)c2ccccc2)cc1Cl (configuration not stated) | i | 0.4
CCCCN(C)CCCNC(=O)Cn1cc2c(n1)-c1c(oc(C(=O)N3CCCC3)c1C)CC2 | i | 0.4
Cc1cccc(C)c1NC(=O)CN1C(=O)NC(C)(C2CC2)C1=O (configuration not stated) | i | 0.9
Cc1nnc2ccc(-c3cccc(NS(=O)(=O)c4ccccc4Cl)c3)nn12 | i | 1.1
Cc1ccc(C(=O)NC2CCC(C)CC2)o1 (configuration not stated) | i | 0.7
O=C(c1ccccc1)C(O)c1ccccc1 (configuration not stated) | i | 2.4
CN(CC(=O)NCC1CCCCC1)CC(=O)Nc1ccccc1Br | i | 0.7
Cc1cc(C)n2nc(SCC(=O)N3CCCC3)nc2n1 | i | 0.7
COc1ccc(-c2cnc3c(NC(C)=O)cc(-c4ccsc4)cn23)cc1OC | + | 7.3*
CCOC(=O)[C@]12CCC=C1N(Cc1cccc3ccccc13)C(=O)[C@H](CC(=O)NCCCN1CCCC1=O)C2 | i | 0.5
COc1ccccc1CNc1nc(NCCOc2ccccc2)c2sccc2n1 | i | 1.6
C[C@@H]1CCCCO[C@H](CN(C)C(=O)Nc2ccccc2)[C@@H](C)CN([C@H](C)CO)C(=O)c2cc(NS(=O)(=O)c3cn(C)cn3)ccc2O1 | i | 2.7
Cc1cc(Nc2ccc(C)c(C)c2)n2ncnc2n1 | i | 0.9
CCNC(=O)C1(C)CCN(C(=O)c2cccc(OC(F)(F)F)c2)C1 (configuration not stated) | i | 0.4
C[C@H](CO)N1C[C@H](C)[C@@H](CN(C)C(=O)Nc2ccccc2)Oc2c(NS(=O)(=O)c3ccc(F)cc3)cccc2C1=O | i | 1.7

Next records follow.
molecule | Myeloid diff MLP | Myeloid diff MLP GFP+ MAC1+ %
CCOC(=O)c1cn(Cc2ccccc2)nc1-c1ccccc1 | i | 0.2
CN(C(=O)COC(=O)c1cc(S(=O)(=O)N(C)C)ccc1Cl)C1CCS(=O)(=O)C1 (configuration not stated) | i | 0.4
O=C(c1cccc(S(=O)(=O)N2CCc3ccccc32)c1)N1CCCC(C(F)(F)F)C1 (configuration not stated) | i | 1.0
O=C([C@@H]1CCCN1C(=O)c1cccs1)N1CCN(S(=O)(=O)c2cccc(F)c2)CC1 | i | 0.9
CN1CCC(=C(c2ccccc2)c2ccc(Br)cc2)CC1 | i | 0.8
CC(C)NC(=O)C1(C)CN(S(C)(=O)=O)CC(=O)N1Cc1ccco1 (configuration not stated) | i | 2.3
Nc1nc(-c2ccccc2)c(CC(=O)O)s1 | i | 0.8
CCN1C[C@@H]2[C@@H]3C(=O)N(C)C(=O)[C@@H]3[C@](C)(C1=O)N2C(=O)c1ccc(F)cc1 | i | 1.6
COc1ccc([C@H]2CC(=O)C=C(c3cc(C)ccc3F)C2)cc1 | i | 2.1
CN[C@H](C)C(=O)NC[C@H]1O[C@@H](n2cnc3c(N)ncnc32)[C@H](O)[C@@H]1O | i | 0.7
O=C(C1CC(=O)N(c2ccc3c(c2)OCCO3)C1)N1CCN(Cc2ccccc2F)CC1 (configuration not stated) | i | 1.1
Cc1ccc(CNC(=O)COC(=O)c2cccnc2Cl)cc1 | i | 1.0
CCC(CO)Oc1cc(NCc2cccnc2)c2ncn(C(C)C)c2c1 (configuration not stated) | i | 1.0
Cc1ccc(S(=O)(=O)N2CCOCC2)cc1NS(=O)(=O)c1ccc(F)c(F)c1 | i | 1.0
Cc1ccc(CNC(=O)CSc2ncc(C(=O)Nc3ccccc3)c(=O)n2C)cc1 | i | 0.3

Next section:
molecule | Myeloid diff MLP | Myeloid diff MLP GFP+ MAC1+ %
CC(C)NC(=O)C1(C)CCCN1C(=O)c1cc(C#N)cs1 (configuration not stated) | i | 1.2
O=C1NC[C@H](CCCCN2C[C@H](Cc3ccc(O)cc3)N(CCc3ccccc3)C(=O)C2=O)N(Cc2ccccc2)C1=O | i | 1.1
O=C(COC(=O)c1ccc(S(=O)(=O)C(F)F)cc1)Nc1cccnc1Cl | i | 0.7
C#CCOCCOCCOCCNc1nc(N2CCOCC2)nc(N2CCN(C(=O)CCCCCCCCCCNC(=O)[C@H](CO)n3cc(CCCCCN)nn3)CC2)n1 | i | 1.9
CCN(CC)S(=O)(=O)c1ccc(N2CCCC2)c(NC(=O)C2=COCCO2)c1 | i | 0.4
N#Cc1cccnc1N1CCN(C(c2ccnc3ccccc23)c2nnnn2-c2ccc3c(c2)OCCO3)CC1 (configuration not stated) | i | 0.7
COCCN(C(=O)COC(=O)CCOc1cc(C)ccc1C)c1c(N)n(Cc2ccccc2)c(=O)[nH]c1=O | i | 1.4
CN(C)c1ccc(CNC(=O)C2(C)Cc3c(-c4ccc5c(c4)OCO5)ccnc3O2)cc1 (configuration not stated) | ? | .
Cc1ccc(-c2nnc(NC(=O)c3ccc([N+](=O)[O-])o3)o2)c(C)c1 | i | 0.8
CCC(C)c1c(NS(=O)(=O)c2ccc(C)cc2)o[nH]c1=O (configuration not stated) | i | 0.5
COc1cc(CCCN2CCNC[C@@H]2CC2CCCCC2)cc(OC)c1OC | i | 2.8
Nc1ccc2c(c1)C(O)c1ccc(Cl)cc1-2 (configuration not stated) | i | 2.1
O=C(C[C@H]1C/C=C\C[C@@H](Cc2ccc(F)cc2)C(=O)OC[C@@H](Cc2c[nH]c3ccccc23)NC1=O)NCCO | i | 0.4
c1ccc2c(c1)CCCc1cc(NCCN3CCOCC3)nnc1-2 | i | 3.1
O=C(c1ccc(Cl)c(S(=O)(=O)N2CCCC2)c1)N1CCCC(C(F)(F)F)C1 (configuration not stated) | i | 0.6

Exported field by field: 3 of the compounds above.
O=C(C[C@H]1C/C=C\C[C@@H](Cc2ccc(F)cc2)C(=O)OC[C@@H](Cc2c[nH]c3ccccc23)NC1=O)NCCO
  Myeloid diff MLP = i | Myeloid diff MLP GFP+ MAC1+ % = 0.4

c1ccc2c(c1)CCCc1cc(NCCN3CCOCC3)nnc1-2
  Myeloid diff MLP = i | Myeloid diff MLP GFP+ MAC1+ % = 3.1

O=C(c1ccc(Cl)c(S(=O)(=O)N2CCCC2)c1)N1CCCC(C(F)(F)F)C1 (configuration not stated)
  Myeloid diff MLP = i | Myeloid diff MLP GFP+ MAC1+ % = 0.6

(more compounds)
molecule | Myeloid diff MLP | Myeloid diff MLP GFP+ MAC1+ %
Cc1cnc(C)c(Nc2nc(C(N)Cc3ccccc3)cs2)n1 (configuration not stated) | i | 0.9
C[C@H](O)[C@@H]1C(=O)N2CCc3c([nH]c4ccccc34)[C@@H]2C[C@@H]1N(C)Cc1ccc2c(c1)OCO2 | i | 0.5
COc1ccc(C(=O)NNC(=O)Cc2coc3cc(OC)ccc23)cc1 | i | 0.6
CC(O)(c1cccnc1)c1nc(-c2cc(F)cc(F)c2)cs1 (configuration not stated) | i | 2.9
O=C1c2sccc2-c2cccc3cccc1c23 | i | 0.8
Cc1nnc(SCCn2c(N(C)Cc3ccccc3)nc3c2c(=O)n(C)c(=O)n3C)s1 | i | 6.3
C=C1C(=O)O[C@H]2C[C@H]1[C@@H](OC(C)=O)C/C(C)=C/CC/C(C)=C\CC[C@]2(C)O | ? | .
Cc1cccc(NC(=O)Nc2nnc([C@@H]3C[C@H](O)[C@@H](CO)O3)s2)c1 | i | 0.6
COc1cccc(CNC[C@H]2O[C@@H](n3ccc(N)nc3=O)[C@H](O)[C@@H]2O)c1OCc1ccc(F)cc1Cl | i | 0.4
COc1ccc(-c2cnc3cccnn23)cn1 | i | 1.6
CC1(C)C(=Cc2ccccc2)C(=O)c2ccccc21 | i | 0.9
Nc1c(O)cccc1C(=O)O | i | 2.3
CC(=O)N1CCN(C(=O)c2ccc3c(c2)OCO3)CC1 | i | 0.6
CN(C)CCN1CCN(C2CN(Cc3cn(Cc4cccc(C(F)(F)F)c4)nn3)S(=O)(=O)C2)CC1 (configuration not stated) | i | 1.0
CC(=O)Nc1cccc(NC(=O)CSc2nnc3ccccn23)c1 | i | 1.0

Reprinted from the part before: 6 entries, then new ones.
molecule | Myeloid diff MLP | Myeloid diff MLP GFP+ MAC1+ %
COc1ccc(-c2cnc3cccnn23)cn1 | i | 1.6
CC1(C)C(=Cc2ccccc2)C(=O)c2ccccc21 | i | 0.9
Nc1c(O)cccc1C(=O)O | i | 2.3
CC(=O)N1CCN(C(=O)c2ccc3c(c2)OCO3)CC1 | i | 0.6
CN(C)CCN1CCN(C2CN(Cc3cn(Cc4cccc(C(F)(F)F)c4)nn3)S(=O)(=O)C2)CC1 (configuration not stated) | i | 1.0
CC(=O)Nc1cccc(NC(=O)CSc2nnc3ccccn23)c1 | i | 1.0
CCS(=O)(=O)Nc1ccc(C2=NN(C(=O)c3ccco3)C(c3ccco3)C2)cc1 (configuration not stated) | ? | .
C[C@@H]1CN([C@@H](C)CO)C(=O)c2cc(Br)cnc2O[C@H]1CN(C)C(=O)NC1CCCC1 | i | 0.4
O=S(=O)(Nc1ccc(-c2ccccc2)cc1)c1ccccc1 | i | 0.8
C[C@H](NC(=O)C[C@@H]1CC[C@H]2[C@@H](COC[C@H](O)CN2Cc2ccc(C(F)(F)F)cc2)O1)c1ccccc1 | i | 1.6
O=C(NCC(c1ccco1)N1CCOCC1)c1ccc(F)cc1 (configuration not stated) | i | 0.4
O=C(COC(=O)c1cc(S(=O)(=O)N2CCOCC2)ccc1Cl)NC1CCCCC1 | i | 1.5
CC1(c2nnc(Cc3ccccc3)o2)CC(c2ccc(Br)cc2)=NO1 (configuration not stated) | i | 3.0
COC(=O)C[C@@H]1C=C[C@@H](NS(=O)(=O)c2ccc(OC)cc2)[C@@H](CO)O1 | i | 1.5
COc1ccc(Cc2c(-c3ccco3)nc3ccc(Cl)cn23)c(C)c1 | i | 0.7
COc1ccc(C2CC(c3ccccc3)=NN2C(=O)CSc2nnnn2-c2cccc(C)c2)cc1 (configuration not stated) | i | 0.3
C#CCOCCOCCOCCNc1nc(N2CCOCC2)nc(N2CCN(C(=O)[C@H](CC(N)=O)n3cc([C@@H](N)C(C)C)nn3)CC2)n1 | i | 2.1
COc1cc(OC)c(NC(=O)C2CC(=O)N(c3ccc4c(c3)OCCO4)C2)cc1Cl (configuration not stated) | i | 0.5
CN(CCN1CCOCC1)C(=O)C1CCC(=O)N(Cc2ccc(Cl)cc2)C1 (configuration not stated) | i | 0.4
Cc1ccsc1C(=O)NCC(c1cccs1)N1CCOCC1 (configuration not stated) | i | 2.3
COc1ccc(S(=O)(=O)N(C)C[C@@H]2OCc3cn(nn3)CCCC(=O)N([C@H](C)CO)C[C@H]2C)cc1 | i | 0.5

(list continues)
molecule | Myeloid diff MLP | Myeloid diff MLP GFP+ MAC1+ %
CCOc1ccc(S(=O)(=O)Nc2cc(NS(=O)(=O)c3ccc(OCC)cc3)cc(C(=O)O)c2)cc1 | i | 0.8
CCOc1cc(N2CCOCC2)c(OCC)cc1NC(=O)CSc1ccccc1C(=O)O | i | 1.0
COc1cc(C(=O)NNC(=O)C2CCC2)cc(OC)c1OC | i | 0.6
CCc1nc2c(OCC(=O)C(C)(C)C)cccn2c1N(C)C(=O)c1cccs1 | i | 0.8
COc1ccc(C2(CO)OC(CO)C(O)C2O)cc1 (configuration not stated) | i | 1.6
CCCCc1c(-c2ccccc2Br)ncn1CCc1ccccc1OC | i | 2.0
O=C(COC(=O)c1cccnc1Cl)Nc1ccc(N2CCOCC2)cc1 | i | 0.6
CN1CCN(S(=O)(=O)c2ccc(C(F)(F)F)cc2)C(c2ccccc2)C1 (configuration not stated) | i | 0.6
COc1cccc(NC(=O)CN(C)C(=O)c2cccc(S(=O)(=O)N3CC4(C)CC3CC(C)(C)C4)c2)c1 (configuration not stated) | i | 0.4
Cc1nc(/N=C\c2ccc(N(C)C)cc2)sc1C | + | 8.9*
N#Cc1ccc(NC(=O)COC(=O)C2CCC2)cc1 | i | 0.8
O=C(COC(=O)COc1ccc(Cl)cc1)Nc1cccnc1Cl | i | 0.9

This is a subset; rates above refer to the full screens.
